HCMV antiviral: qHTS Assay for inhibitors of the human cytomegalovirus (HCMV). hit rate 4.5% among 410,000. activity change, negative = inhibition, % at 57.5 µM. AID 1259415, 2018. HFF cells, HCMV-luciferase reporter, 72 h; active compounds read low; in the data active means activity change below about -60%; inconclusive means no clear call, values can overlap the other calls; inactive means above about -39%
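Luciferase read-out from HCMV-luciferase-infected HFFs (MOI 1 PFU/cell) 72 h post infection at 37C; compounds added after 16 h cell attachment; activity normalized between buffer-only basal and Salinomycin (10uM) inhibitor controls.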
TbPYK inhibitor: qHTS of Trypanosoma Brucei Inhibitors. AID 624173, 2012. TbPYK enzyme, Kinase-Glo Plus ATP luminescence, 45 min. pyruvate kinase (Trypanosoma brucei), Q57TT1. hit rate 0.12% among 410,000. Potency, µM (series often up to 76.8 µM), for the others: at the highest dose activity, negative = inhibition, hits mostly inhibitors; further: potency means the concentration at half of the fitted maximal effect; nearly all actives have a fitted effect of over 50% in size
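T. brucei PYK with substrate was exposed to pin-transferred compounds across a concentration series, then started with 130 uM ADP (final). After 45 min at room temperature, Kinase-Glo Plus luminescence was read, normalized and curve-fitted.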
HCV inhibitor: qHTS Assay for Inhibitors of Hepatitis C Virus (HCV) | Potency, µM (doses to about 41.8 µM), for inactives: at the top dose activity change, negative = inhibition, usual class: inhibitors | Huh7.5.1 HCVcc-Cre infection, luciferase reporter, 44 h | hit rate 3.4% among 340,000; further: potency means the concentration at half of the fitted maximal effect
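Reporter virus HCVcc-Cre (~0.5 moi) infects cells exposed to compound; seeding density 1,000 cells/well with 4 h settling beforehand. Luminescence, 15 sec read, taken 44 h post-infection following a 15 min RT substrate incubation.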
LmPK inh: qHTS Assay for Inhibitors of Leishmania Mexicana Pyruvate Kinase (LmPK) | Q27686 | purified LmPK, Kinase-Glo ATP luminescence, 1 h | Potency, µM (highest dose often 57.5 µM), for inactives: top-dose activity change, negative = inhibition, actives largely listed as inhibitors | hit rate 0.37% among 290,000 | AID 1721, 2009; further: potency means the concentration at half of the fitted maximal effect
Target sequence (Q27686 whole entry, looked up): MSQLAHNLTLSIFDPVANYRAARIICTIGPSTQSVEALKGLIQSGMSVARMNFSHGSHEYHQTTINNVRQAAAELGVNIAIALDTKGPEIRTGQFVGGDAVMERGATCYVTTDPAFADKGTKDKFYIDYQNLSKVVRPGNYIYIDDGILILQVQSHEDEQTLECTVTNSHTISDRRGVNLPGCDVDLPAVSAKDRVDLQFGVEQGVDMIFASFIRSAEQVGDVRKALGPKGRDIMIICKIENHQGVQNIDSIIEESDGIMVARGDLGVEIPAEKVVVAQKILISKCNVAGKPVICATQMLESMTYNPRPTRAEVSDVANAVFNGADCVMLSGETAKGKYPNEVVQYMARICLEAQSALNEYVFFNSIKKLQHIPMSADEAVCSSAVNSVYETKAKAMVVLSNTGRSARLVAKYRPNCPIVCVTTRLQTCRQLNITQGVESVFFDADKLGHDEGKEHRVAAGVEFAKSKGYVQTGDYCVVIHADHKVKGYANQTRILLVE
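Purified LmPK (0.1 nM) with 0.5 mM PEP and 0.1 mM ADP in imidazole buffer pH 7.2 with MgCl2/KCl, 1 h at room temperature. ATP formed was read by luciferase luminescence and normalized to no-enzyme and uninhibited controls.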
AmpC detergent: qHTS Inhibitors of AmpC Beta-Lactamase (assay with detergent); P00811; AmpC hydrolysis of nitrocefin, absorbance 480 nm, 0.01% Triton; Potency, µM (titrated, usually from 114 µM), inactives show at the top dose activity change, negative = inhibition, actives largely listed as inhibitors; hit rate 0.041% among 370,000;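 further: potency means the concentration at half of the fitted maximal effect; 0% = no-compound wells and -100% = no-enzyme wells; nearly all actives have a fitted effect of over 25% in size; some results filed as inactive show a strong effect at the top dose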
Target sequence (P00811 whole entry, looked up): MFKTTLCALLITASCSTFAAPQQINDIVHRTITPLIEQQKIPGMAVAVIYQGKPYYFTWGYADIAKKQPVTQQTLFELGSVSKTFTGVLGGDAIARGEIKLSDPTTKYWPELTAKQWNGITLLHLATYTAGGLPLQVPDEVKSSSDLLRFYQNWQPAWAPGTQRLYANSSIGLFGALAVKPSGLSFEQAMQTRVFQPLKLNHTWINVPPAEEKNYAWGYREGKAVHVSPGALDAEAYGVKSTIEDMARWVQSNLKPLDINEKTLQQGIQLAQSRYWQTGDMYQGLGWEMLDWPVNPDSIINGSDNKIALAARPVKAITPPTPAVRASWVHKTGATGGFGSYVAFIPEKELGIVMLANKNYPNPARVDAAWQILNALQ
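AmpC (5.3 nM in the dispensed reagent) in 20 mM phosphate pH 7.0 with 0.01% (detergent screen) or 0.0001% Triton X-100 was preincubated with compounds for 15 min at room temperature. Nitrocefin was then added from an 800 uM solution, and hydrolysis was followed at 480 nm.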
AMA1 RON2 block: qHTS for Inhibitors of AMA1-RON; Towards Development of Antimalarial Drug Lead: Primary Screen | AlphaScreen AMA1-biotinylated RON2 peptide binding | Potency, µM (highest dose often 58.2 µM), for inactives: at the top dose activity change, negative = inhibition, usual class: inhibitors | hit rate 0.2% among 360,000 | AID 720542, 2013;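 further: potency means the concentration at half of the fitted maximal effect; 0% = vehicle wells and -100% = peptide control; nearly all actives have a fitted effect of over 45% in size; some results filed as inactive show a strong effect at the top dose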
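AMA1 (3D7) with his tag at 25 nM final met compounds first, then biotinylated RON2 peptide at 25 nM; detection used donor plus acceptor beads, 10 µg/mL apiece, read by AlphaScreen after 30 min at room temperature.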
AmpC no deterg: qHTS Inhibitors of AmpC Beta-Lactamase (assay without detergent). P00811. AmpC nitrocefin hydrolysis, absorbance 480 nm, 0.0001% Triton. Potency, µM (highest dose often 57.1 µM), without a hit: top-dose activity change, negative = inhibition, usual class: inhibitors. hit rate 0.52% among 330,000;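 further: potency means the concentration at half of the fitted maximal effect; plate controls were no compound for no effect and no enzyme for full effect; nearly all actives have a fitted effect of over 20% in size; some results filed as inactive show a strong effect at the top dose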
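AmpC (5.3 nM in the dispensed reagent) in 20 mM phosphate pH 7.0 with 0.01% (detergent screen) or 0.0001% Triton X-100 was preincubated with compounds for 15 min at room temperature. Nitrocefin was then added from an 800 uM solution, and hydrolysis was followed at 480 nm.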
Numbers without * were called inactive; ? = inconclusive; . = not tested or not shown; & = joins results of further samples; [ ] = another dose, or the depositor's remark. Unless noted, the call rests on the fitted dose curve; in most records, active means well fitted curve in the direction sought with a large enough effect; inconclusive means small, poorly fitted or top-dose-only effect, or another doubt; inactive means no such curve, though single readings can be large; an effect the other way counts as inactive or inconclusive. Unless noted, on the % scale 0 is the no-effect control and ±100 the full control effect. Rows are unselected; 7.5% or so of the library scored in one or more.

SMILES | HCMV antiviral | TbPYK inhibitor | HCV inhibitor | LmPK inh | AmpC detergent | AMA1 RON2 block | AmpC no deterg
Cc1ccccc1S(=O)(=O)NC(=O)C1(C)CCN1C(=O)CC1CCCCC1 (stereo not drawn) | -19 | -2% | . | . | . | 0% | .
O=C(CN1C(=O)CCOc2ccccc21)Nc1ccc(Cl)c(S(=O)(=O)N2CCOCC2)c1 | 12 | -7% | -16% | . | ? | -5% | -34%
COc1ccc(CNC(=O)CCCn2ccc3cc(S(=O)(=O)N4CCCC4)ccc32)cc1 | -21&-14 | 5%&-3% | ? | 5% | ? | -7% | 10%
O=C(NN=C1CCC(=NNC(=O)c2ccccn2)CC1)c1ccccn1 | 32 | -2% | 12% | -7% | -5% | 49%[activator] | -8%
O=C(Nc1ccc(Oc2ccccc2)nc1)[C@H]1O[C@@H](n2ccc(=O)[nH]c2=O)[C@H](O)[C@@H]1O | 28 | 0% | . | . | . | -2% | .
CC(=O)Nc1cc(C)c2nc(NC(C)=O)sc2c1 | 67 | 15% | 1% | 0% | 2% | 2% | -16%
Brc1cc2c(cc1/C=N/Nc1nc(N3CCCCC3)nc(N3CCCCC3)n1)OCO2 | . | . | . | 0% | -14% | . | -32%
Nc1ccc(Nc2nc(-c3cc4ccccc4oc3=O)cs2)cc1 | -61* | -2% | -7% | -8% | 0% | -8% | -35%
CC(NC(=O)CSc1nc2c(cc1C#N)CN(C)CC2)c1ccccc1 (stereo not drawn) | 30 | -10% | -21% | -4% | -8% | 9% | 73%[activator]
CCCSC(=S)c1c(C)[nH]n(-c2ccccc2)c1=O | -79* | 3% | ? | -3% | -3% | 55%[activator] | -26%
COc1cc2[nH]c(C(=O)N(C)Cc3ccccc3)cc2c(OC)c1OC | 14 | 5% | -23% | 3% | 2% | -10% | 34%
Nc1ccc(S(=O)(=O)Nc2nccc(/C=C/c3ccc([N+](=O)[O-])cc3)n2)cc1 | 63 | 2% | 4% | -4% | 5% | -16% | -22%
NC(=O)c1nsc(C(=O)N(Cc2cccnc2)C(C(=O)NCc2ccccc2)c2ccc(O)cc2)c1N (stereo not drawn) | 24 | -16% | -24% | 1% | -1% | 7% | -38%
N/C(=N\OC(=O)Cc1ccccc1)c1ccncc1 | -29 | -17% | -8% | 3% | 3% | 2% | -7%
COc1ccc(-n2c3c(cc(C#N)c2=O)C(=O)CCC3)cc1 | 22 | -6% | 8% | 10% | -9% | -7% | -8%
Cc1ccc(S(=O)(=O)N2CCC(=O)N(C(COCc3ccc(C(F)(F)F)cc3)C(C)C)CC2)cc1 (stereo not drawn) | . | -6% | 0%[8.37 µM] | 2% | ? | 5% | 269%[activator]
CC(=O)N/C(=N\c1nc(C)cc(C)n1)Nc1ccccc1Cl | 37 | -14% | 7% | 0% | 2% | 0% | -17%
CCN1CCN(S(=O)(=O)c2c(C)cc(C)cc2C)CC1 | 32 | -2% | 2% | 0% | -4% | 6% | 52%
COc1ccc(COC(=O)N/N=C(\C)CC(=O)Nc2ccc(Cl)cc2)cc1 | 35 | 2% | -13% | 0% | -12% | 15% | 0%
CC1=C(C(=O)Nc2cccnc2)C(c2ccccc2)n2nc(SCc3ccccc3F)nc2N1 (stereo not drawn) | 4 | 3% | . | . | -8% | . | .
CCNc1nc(NCC)nc(N/N=C/c2ccc(O)c(OC)c2)n1 | 1 | -10% | -10% | -4% | 0% | 53%[activator] | -35%
CCCCn1c(N)c(N(C)C(=O)c2ccc(OCC3CCCO3)cc2)c(=O)[nH]c1=O (stereo not drawn) | 2 | 2% | 6% | . | 6% | 2% | -15%
CC1(C)CC(=O)C(/C=N/n2c(C(F)(F)F)nc3ccccc3c2=O)=C(O)C1 | 12 | 2% | 11% | 14% | ? | 51%[activator] | -14%
COc1ccc(Nc2ncc(C(=O)N3CCC4(CC3)OCCO4)c3ccccc23)cc1 | -76* | -8% | -6% | -1% | -3% | 9% | 22%
CCn1c(SCC(=O)N(C)C2CCS(=O)(=O)C2)nnc1-c1ccccc1 (stereo not drawn) | -36 | -14% | 10% | 0% | -10% | 2% | -20%
Other structures.
SMILES | HCMV antiviral | TbPYK inhibitor | HCV inhibitor | LmPK inh | AmpC detergent | AMA1 RON2 block | AmpC no deterg
CCCCc1nnc(NC(=O)c2ccc(-n3cncn3)c([N+](=O)[O-])c2)s1 | -13 | 1% | 1% | . | -20% | 22% | -14%
Nc1ccc2nn(-c3cccc4ccccc34)nc2c1 | -11 | -2% | 10% | 0% | ? | -7% | -26%
Cc1cc(NC(=S)N(Cc2cccc(Br)c2)CC2CCC(C(=O)O)CC2)ccc1Cl (stereo not drawn) | ? | -3% | 11% | 11% | 3% | 10% | -10%
Cc1cccc(Cn2c(N(C)Cc3ccccc3)nc3c2c(=O)[nH]c(=O)n3C)c1 | -7 | 6% | -15% | 2% | -8% | -18% | 37%
CCOC(=O)CSc1nc(C)c(C(C)=O)cc1C#N | -21 | . | 6% | -2% | -6% | 5% | -3%
Cc1ccc(Cc2cnc(N3C(=N)SC(c4ccccc4)C3=O)s2)cc1 (stereo not drawn) | 7 | -5% | -26% | 3% | -6% | 44%[activator] | ?
O=C1c2ccccc2N2C(=O)c3ccccc3C2N1O (stereo not drawn) | 27 | -7% | 9% | -1% | -10% | -4% | -11%
C[C@@H](C(=O)NC1CCN(Cc2ccccc2)CC1)N1C(=O)N2CCc3c([nH]c4ccccc34)[C@@]2(C)C1=O | -13 | -6% | 7.9µM* | -1% | ? | -10% | 150%[activator]
COc1cc(C(=O)Nc2sc3c(c2C(N)=O)CCC(C)C3)cc(OC)c1OC (stereo not drawn) | -7 | -5% | . | . | 6% | . | .
CCc1nnc(SCc2nc(-c3ccccc3)oc2C)c2cc3sccc3n12 | -1 | 5% | . | . | -4% | . | .
CCCOCC(O)CC(Cc1ccccc1)C(=O)NN (stereo not drawn) | 5 | 1% | 17% | 1% | 5% | 76%[activator] | 4%
COc1ccc(/C=C/C=C2\NC(=S)NC2=O)cc1 | ? | -8% | -23% | -7% | ? | 5% | -32%
Cc1ccsc1/C=N/NC(=O)C1CC(=O)N(c2ccccc2)C1 (stereo not drawn) | 45 | 2% | -10% | 0% | ? | 1% | -22%
O=C1Nc2ccccc2C(=O)N2CCCCC12 (stereo not drawn) | 30 | -2% | 6% | 0% | -3% | -6% | -14%
CN(C)CCNCCCNc1c2ccccc2nc2cccc([N+](=O)[O-])c12 | -25 | -4% | ? | . | . | 25% | .
Cc1ccc(C(=O)N2CCN(C(=O)CN3CCOCC3)C2)cc1 | 4 | 7% | 0% | 0% | -1% | -1% | 2%
CCOC(=O)c1snc(C(=O)NC2CCCCC2)c1N | 48 | -15% | 9% | -1% | ? | 64%[activator] | -10%
Cc1ccccc1NS(=O)(=O)c1ccc(C(=O)NN2CCCCC2)cc1 | -9 | -15% | 11% | -2% | 16% | 6% | 34%
CC1=C(C(=O)N2CCOCC2)CC(CC(=O)NCC2CCCCC2)C(=O)N1Cc1ccc(C(C)(C)C)cc1 (stereo not drawn) | 10 | 1% | . | . | . | 2% | .
COc1ccc(CCN(C)C(=O)Cn2c(=O)oc3ccccc32)cc1OC | -39 | -5% | -5% | -3% | -11% | -9% | 7%
O=C(Cc1ccccc1)Nn1c(-c2ccccc2)nc2ccccc2c1=O | -17 | 4% | 31%[activator] | 3% | -5% | -15% | -27%
CCOC(=O)/C(C#N)=C\c1cn(C)c2ccccc12 | 25 | -4% | 5% | 5% | -4% | -13% | 6%
COc1ccc(-c2ccc(NCCC3=CCCCC3)nn2)cc1OC | 1 | -14% | ? | -1% | -13% | -1% | -25%
CCC(C)NC(=O)c1c(N)n(CC2CCCO2)c2nc3ccccc3nc12 (stereo not drawn) | -20 | 7% | -8% | -6% | -16% | 59%[activator] | 226%[activator]
CSc1ccccc1NC(=O)CN(C)C(=O)c1cccc(S(=O)(=O)N(C)C)c1 | -12 | 4% | 4% | 1% | 1% | 1% | -4%
Cc1c(Cl)ccc2c1NC(=O)[C@]21N[C@@H](CCC(N)=O)[C@H]2C(=O)N(c3ccc(F)cc3)C(=O)[C@H]21 | 12 | -2% | 3% | 1% | ? | 11% | -12%
Cc1ccc(-c2nc3ccccc3c(=O)n2-c2ccncc2)cc1 | -8 | -2% | 5% | -1% | ? | -4%[2.32 µM] | -10%

For reference, eight of the compounds above:
SMILES | HCMV antiviral | TbPYK inhibitor | HCV inhibitor | LmPK inh | AmpC detergent | AMA1 RON2 block | AmpC no deterg
COc1ccc(CCN(C)C(=O)Cn2c(=O)oc3ccccc32)cc1OC | -39 | -5% | -5% | -3% | -11% | -9% | 7%
O=C(Cc1ccccc1)Nn1c(-c2ccccc2)nc2ccccc2c1=O | -17 | 4% | 31%[activator] | 3% | -5% | -15% | -27%
CCOC(=O)/C(C#N)=C\c1cn(C)c2ccccc12 | 25 | -4% | 5% | 5% | -4% | -13% | 6%
COc1ccc(-c2ccc(NCCC3=CCCCC3)nn2)cc1OC | 1 | -14% | ? | -1% | -13% | -1% | -25%
CCC(C)NC(=O)c1c(N)n(CC2CCCO2)c2nc3ccccc3nc12 (stereo not drawn) | -20 | 7% | -8% | -6% | -16% | 59%[activator] | 226%[activator]
CSc1ccccc1NC(=O)CN(C)C(=O)c1cccc(S(=O)(=O)N(C)C)c1 | -12 | 4% | 4% | 1% | 1% | 1% | -4%
Cc1c(Cl)ccc2c1NC(=O)[C@]21N[C@@H](CCC(N)=O)[C@H]2C(=O)N(c3ccc(F)cc3)C(=O)[C@H]21 | 12 | -2% | 3% | 1% | ? | 11% | -12%
Cc1ccc(-c2nc3ccccc3c(=O)n2-c2ccncc2)cc1 | -8 | -2% | 5% | -1% | ? | -4%[2.32 µM] | -10%

Full records from above.
Cc1ccsc1/C=N/NC(=O)C1CC(=O)N(c2ccccc2)C1 (stereo not drawn) across the screens: HCMV antiviral = 45; TbPYK inhibitor = 2%; HCV inhibitor = -10%; LmPK inh = 0%; AmpC detergent = ?; AMA1 RON2 block = 1%; AmpC no deterg = -22%
Cc1cccc(Cn2c(N(C)Cc3ccccc3)nc3c2c(=O)[nH]c(=O)n3C)c1 across the screens: HCMV antiviral = -7; TbPYK inhibitor = 6%; HCV inhibitor = -15%; LmPK inh = 2%; AmpC detergent = -8%; AMA1 RON2 block = -18%; AmpC no deterg = 37%

From PubChem
